# bIAP activator = bovine intestinal alkaline phosphatase activators, primary screen, biochemical, bovine IAP, CDP-star luminescence. alkaline phosphatase, intestinal [Bos taurus]. purified bovine IAP, 30 min; active compounds read high; fold of DMSO-control signal, blank-subtracted. activation factor at 20 µM. hit rate 0.17% among 200,000. AID 1016, 2008;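 active means activation factor of 2 or more at 20 µM, a signal rise over negative controls twice the positive control's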
# PPARg SRC2 recr = agonists of PPARg-SRC-2 recruitment, primary screen, biochemical, HTS; activation, % at 8 µM; AID 1032, 2008; PPARgamma LBD-SRC-2 recruitment; Peroxisome proliferator-activated receptor gamma (Homo sapiens), P37231; hit rate 0.34% among 200,000; in the data active means activation above about 22%;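 further: 0% = vehicle and 100% = reference agonist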
# Target sequence (P37231 whole entry, looked up, the tested form may be a part): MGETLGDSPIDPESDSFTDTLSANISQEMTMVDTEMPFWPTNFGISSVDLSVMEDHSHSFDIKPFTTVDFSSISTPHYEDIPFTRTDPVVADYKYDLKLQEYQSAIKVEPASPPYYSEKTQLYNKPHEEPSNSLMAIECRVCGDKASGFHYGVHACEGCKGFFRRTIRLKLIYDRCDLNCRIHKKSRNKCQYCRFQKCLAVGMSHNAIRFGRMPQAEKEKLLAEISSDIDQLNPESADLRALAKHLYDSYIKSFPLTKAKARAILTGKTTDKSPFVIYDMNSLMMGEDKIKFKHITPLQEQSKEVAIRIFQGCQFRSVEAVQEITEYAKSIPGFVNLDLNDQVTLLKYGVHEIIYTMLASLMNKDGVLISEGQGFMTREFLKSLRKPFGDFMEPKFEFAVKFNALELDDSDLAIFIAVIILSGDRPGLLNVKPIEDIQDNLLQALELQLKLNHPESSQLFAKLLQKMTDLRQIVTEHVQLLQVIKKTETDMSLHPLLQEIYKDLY
# PPARg SRC-3 ag = PPARgamma agonists recruiting SRC-3 coactivator, primary screen, biochemical; biochemical PPARgamma/SRC-3 coactivator recruitment assay; activation, % at 8 µM; hit rate 0.26% among 200,000; in the data active means activation above about 23%;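 further: 0% = DMSO and 100% = reference agonist; some compounds past the cut are filed as inactive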
# TNAP inh hiacc = human TNAP enzyme inhibitors, primary screen, biochemical, luminescent, high phosphate acceptor level, uHTS. inhibition, % at 20 µM. hit rate 0.03% among 200,000. Alkaline phosphatase, tissue-nonspecific isozyme (Homo sapiens), P05186. purified TNAP, CDP-star luminescence, 1 M DEA;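 active means over 50% inhibition of tissue-nonspecific alkaline phosphatase at 20 µM in the single-dose screen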;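 further: plate controls were DMSO wells for no effect and EDTA-quenched wells as full inhibition for full effect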
# Target sequence (P05186 whole entry, looked up): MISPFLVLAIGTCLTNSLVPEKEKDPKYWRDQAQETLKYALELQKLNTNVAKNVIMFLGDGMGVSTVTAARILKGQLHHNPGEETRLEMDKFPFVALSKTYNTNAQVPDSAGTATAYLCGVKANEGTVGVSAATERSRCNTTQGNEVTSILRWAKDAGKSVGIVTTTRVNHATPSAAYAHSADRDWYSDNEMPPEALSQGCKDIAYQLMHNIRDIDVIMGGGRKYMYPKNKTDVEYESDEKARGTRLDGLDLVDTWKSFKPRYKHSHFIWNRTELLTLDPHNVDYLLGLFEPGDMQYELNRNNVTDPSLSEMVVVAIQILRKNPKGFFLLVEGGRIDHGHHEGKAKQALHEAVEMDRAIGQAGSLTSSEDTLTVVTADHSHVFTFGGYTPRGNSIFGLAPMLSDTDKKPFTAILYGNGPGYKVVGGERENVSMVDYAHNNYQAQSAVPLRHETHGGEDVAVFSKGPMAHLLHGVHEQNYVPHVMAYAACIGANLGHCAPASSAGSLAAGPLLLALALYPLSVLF
# Efa HMGR inh = inhibitors of E. faecalis class II HMGR, primary screen, biochemical, Enterococcus faecalis. purified E. faecalis HMGR, NADPH absorbance 340 nm kinetic. inhibition, % at 10 µM. hit rate 0.41% among 190,000;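 active means inhibition above a set limit, the median over all tested compounds plus 3 SD, cut at about 9.5% in these data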;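 further: enzyme runs in reverse so mevalonate oxidation gives rising NADPH absorbance; 0% = complete reaction with DMSO and 100% = background rate lacking mevalonate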
# PPARg SRC-1 ag = PPARgamma agonists recruiting SRC-1 coactivator, primary screen, biochemical; Peroxisome proliferator-activated receptor gamma (Homo sapiens), P37231; PPARgamma-SRC-1 coactivator recruitment biochemical assay; activation, % at 8 µM; hit rate 0.41% among 200,000; in the data active means activation above about 19%;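 further: 0% = DMSO and 100% = reference agonist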
# bIAP inhibitor = bovine intestinal alkaline phosphatase inhibitors, primary screen, selectivity assay for TNAP inhibitor project, biochemical, bovine IAP, CDP-star luminescence; AID 1019, 2008; alkaline phosphatase, intestinal [Bos taurus]; inhibition, % at 20 µM; purified bovine IAP, 30 min; 190,000 tested, under 10 active;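 active means over 50% inhibition of intestinal alkaline phosphatase at 20 µM in the single-dose screen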
#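 Assay system: bovine IAP enzyme; medium: DEA buffer 100 mM, pH 9.8, with MgCl2 1.0 mM, ZnCl2 0.02 mM; doses: 20 µM single dose; incubation: enzyme reaction for 30 min at room temperature; detection: CDP-star luminescence signal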
# SRC2 TRFRET art = TR-FRET signal artefacts, primary screen, artefact control for PPARgamma SRC-2 agonist project, biochemical; TR-FRET artefact counter-screen; active compounds read high; TR-FRET ratio at 8 µM; hit rate 0.4% among 200,000; in the data active means TR-FRET ratio above about 2000; further: inactives centre near 1500
# TNAP inh noacc = human TNAP enzyme inhibitors, primary screen, biochemical, luminescent, no phosphate acceptor, uHTS; hit rate 0.26% among 200,000; purified TNAP, CDP-star luminescence, 30 min; inhibition, % at 20 µM; Alkaline phosphatase, tissue-nonspecific isozyme (Homo sapiens), P05186;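 active means tissue-nonspecific alkaline phosphatase inhibition above about 50% at 20 µM in the single-dose screen, limit read from the data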;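 further: 0% = DMSO negative control and 100% = EDTA positive control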
# TNAP act hi DEA = TNAP activators at high phosphate acceptor level, primary screen, biochemical, luminescence, uHTS. purified TNAP, CDP-star luminescence, 1 M DEA, 30 min; active compounds read high; 0 = EDTA background, 1 = DMSO-only activity. 200,000 tested, under 10 active. Alkaline phosphatase, tissue-nonspecific isozyme (Homo sapiens), P05186. activation factor at 20 µM;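 active means activation factor at least 2 at 20 µM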
#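 Control set: EDTA negative control, DMSO positive control / Assay system: human TNAP / Quantity: TNAP 1/800 final / Evaluation: TNAP activation factor scaled between EDTA and DMSO control wells / Measured by: luminescent substrate turnover signal / Compound dosing: one dose, 20 µM / Times: 30 min enzyme reaction at room temperature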
# Starred values were filed as active, the others as inactive.
SMILES,bIAP activator,PPARg SRC2 recr,PPARg SRC-3 ag,TNAP inh hiacc,Efa HMGR inh,PPARg SRC-1 ag,bIAP inhibitor,SRC2 TRFRET art,TNAP inh noacc,TNAP act hi DEA
CCn1ccnc1C(O)c1cccc(OC)c1OC (centres undefined),1.1,1,-1,-6,0,1,-5,1586,-17,1.1
Cc1cc(NC(=O)CSc2nnnn2Cc2ccccc2)no1,0.9,4,11,0,0,0,14,1575,-10,1
COc1ccc(NC(=O)COC(=O)[C@@H]2CCCN2C(=O)c2cccs2)cc1,1,-1,2,-5,-1,-3,-2,1588,-10,1.1
COc1ccc(CCN(C)c2ccc(S(=O)(=O)N3CCCC3)cn2)cc1OC,1.2,-3,1,1,7,2,-21,1424,-3,1
Cc1cccc(C)c1NC(=O)CS(=O)CC(=O)NCC1OCCc2ccccc21 (centres undefined),0.9,-3,-2,-2,-5,1,5,1679,-12,1
Cn1nnnc1SCC(=O)Nc1ccccc1Cl,0.8,-8,-14,-2,-4,3,18,1390,-8,1
Oc1ccc(-c2csc(Nc3ncccn3)n2)cc1O,1,14,7,7,4,16,-5,1666,-3,0.9
Cc1cccc(NCc2nc3ccccc3n2C)c1,1,13,1,-1,1,3,0,1400,-5,1
COc1ccc(NC(C)=O)c2nc(C)c(C)nc12,0.9,9,-3,-3,-1,-1,7,1528,-8,1
CC(=N/O)/C(=N\O)c1ccc(C)o1,1,-16,-15,1,-8,-4,-5,1447,-7,1
O=C(CCCN1C(=O)c2ccccc2C1=O)Oc1ccc(Cl)cc1,1,-2,4,-2,-8,2,1,1522,9,1
CN1CCN(C(=S)NC(=O)c2ccc(S(=O)(=O)N3CCOCC3)cc2)CC1,1,2,-1,-7,-5,-6,-2,1456,-62,1.1
O=C(O)C1C2C=CC(O2)C1C(=O)NCCc1cccc(Cl)c1 (centres undefined),0.9,4,-4,-8,-4,-2,10,1398,-10,1.1
COc1ccc(CCNC(=O)[C@@H](NC(=O)c2ccccc2F)C(C)C)cc1OC,1.1,11,2,-6,1,9,-8,1380,-12,1.1
COc1ccc(-c2csc(C)n2)cc1Br,0.9,-3,-7,-1,1,-9,8,1554,-11,1
O=Cc1ccccc1Oc1ccccc1,0.9,0,-2,-3,-2,9,7,1458,-16,1
O=C(O)c1ccccc1C(=O)NNc1ccc(Cl)cc1Cl,1,4,-5,3,1,-9,2,1536,-5,1
CN(C)c1ccc(C(=O)OCC(=O)NCC2CCCO2)cc1 (centres undefined),0.9,5,-3,-12,-2,4,9,1622,-9,1.1
Fc1ccccc1CSc1nnc(-c2cnccn2)n1Cc1ccco1,0.7,3,-4,-2,1,2,34,1460,-7,1
Cc1nn(CC(O)Cn2cnc3c2c(=O)n(C)c(=O)n3C)c(C)c1Br (centres undefined),0.9,-8,-9,-2,-5,6,11,1435,-8,1
O=C1CC(=C(c2ccccc2)c2ccccc2)C(=O)N1CCCCN1CCN(c2cccc(Cl)c2)CC1,0.9,2,-3,-5,-4,0,9,1443,-12,1.1
O=C(CSc1nc2ccccc2n1CCc1ccccc1)N1CCOCC1,0.9,3,2,-4,-15,0,10,1679,-11,1
COc1cc(/C=N/NC(=O)C(=O)NCc2ccco2)ccc1O,0.9,2,0,-2,-6,9,8,1747,-10,1
CCOC(=O)c1ccc(NC(=O)CCc2c(C)nc3ncnn3c2C)cc1,1.1,-1,2,-1,-9,4,-6,1571,-7,1
Cc1ccc2c(C)c(C(=O)NCc3ccc(S(N)(=O)=O)cc3)oc2c1,1.1,2,6,2,3,1,-13,1614,0,1

# Continued; it opens with the 5 that closed the last part.
SMILES,bIAP activator,PPARg SRC2 recr,PPARg SRC-3 ag,TNAP inh hiacc,Efa HMGR inh,PPARg SRC-1 ag,bIAP inhibitor,SRC2 TRFRET art,TNAP inh noacc,TNAP act hi DEA
O=C1CC(=C(c2ccccc2)c2ccccc2)C(=O)N1CCCCN1CCN(c2cccc(Cl)c2)CC1,0.9,2,-3,-5,-4,0,9,1443,-12,1.1
O=C(CSc1nc2ccccc2n1CCc1ccccc1)N1CCOCC1,0.9,3,2,-4,-15,0,10,1679,-11,1
COc1cc(/C=N/NC(=O)C(=O)NCc2ccco2)ccc1O,0.9,2,0,-2,-6,9,8,1747,-10,1
CCOC(=O)c1ccc(NC(=O)CCc2c(C)nc3ncnn3c2C)cc1,1.1,-1,2,-1,-9,4,-6,1571,-7,1
Cc1ccc2c(C)c(C(=O)NCc3ccc(S(N)(=O)=O)cc3)oc2c1,1.1,2,6,2,3,1,-13,1614,0,1
NC(=O)COC(=O)c1ccccc1SCC(=O)NC1CCCCCC1,1,7,-3,-5,-3,1,-4,1615,-10,1
COc1cc2cc(C(N)=O)c(N)nc2cc1OC,1,-5,5,-4,-2,1,-1,1587,5,1
CCOC(=O)c1c(C)[nH]c(C)c1C(=O)COC(=O)C1CCCN1S(=O)(=O)c1ccccc1F (centres undefined),1,2,-6,-6,0,6,3,1602,-15,1.1
COc1cc(OC)cc(C(=O)NCc2nc(-c3ccccc3)no2)c1,0.9,-3,2,-5,-5,2,15,1500,-11,1.1
O=C(Nc1ccc(Br)cn1)c1cccc2c1-c1ccccc1C2=O,0.9,-4,4,4,0,8,7,1763,-4,1
O=C(Nc1ccccc1C(=O)NCCCn1ccnc1)c1ccccc1,0.9,9,3,-4,-9,-1,10,1587,-13,1
Cc1ccc(CNC(=O)C2CCCN2C(=O)NCc2ccccc2)cc1 (centres undefined),0.9,-5,-8,0,-7,-8,6,1365,-11,1
COc1cc(/C(C)=N\NC(N)=S)cc(OC)c1OC,1,-9,-1,2,1,-2,-2,1497,-5,1
O=c1c([N+](=O)[O-])c(N2CCOCC2)c2ccccc2n1Cc1ccccc1,0.9,-6,-4,-3,-8,-4,5,1612,-2,1
COc1ccc(NC(=O)c2cc3c(Cl)nc4ccccc4c3s2)c(OC)c1,1.1,3,-2,4,3,2,-5,1563,-10,1
CCC(C)n1cnc2c(c1=O)c1nc3ccccc3nc1n2Cc1ccccc1OC (centres undefined),1,-5,0,-3,-9,4,-4,1528,-3,1
CCOC(=O)c1cnc2c(-c3ccccc3)cnn2c1C,1,1,-5,-6,-2,-4,0,1523,-14,1.1
CCOc1ccc(C2=C(C=Nc3c(C)n(C)n(-c4ccccc4)c3=O)C(c3ccc(F)cc3)c3ccccc3O2)cc1 (centres undefined),1,6,-13,-4,-3,-2,0,1491,-8,1
O=[N+]([O-])c1cccc(C2NCC(c3ccccc3Cl)c3c2[nH]c2ccccc32)c1 (centres undefined),1,15,-1,-8,-4,4,-3,1544,0,1.1
O=C(NCC1CCCO1)C12CN(Cc3ccccc3)CC1C(c1cccc([N+](=O)[O-])c1)=NO2 (centres undefined),1.1,2,3,-3,0,-3,-9,1521,5,1
O=C(Cc1ccccc1)NC(NNc1ccccc1)(C(F)(F)F)C(F)(F)F,1,6,4,-1,-3,-2,4,1502,1,1
CS(=O)(=O)c1ccc2nnn(OCC(=O)Nc3ccc(Br)cc3Br)c2c1,1,9,4,3,3,0,-4,1582,-5,1
CCc1nnc(NC(=O)CSc2nc(C)cc(C)c2C#N)s1,1.2,11,1,-4,-4,13,-20,1681,-8,1
Cc1ccc(NC(=O)CN2CCN(S(=O)(=O)c3cccs3)CC2)cc1S(=O)(=O)N(C)C,1.1,4,0,1,0,11,-6,1571,-6,1
COc1ccc(C(=O)n2cnnc2N)cc1,1,0,5,-2,0,12,4,1473,-6,1
CCOC(=O)CNc1nc(Cl)nc(NC(C)(C)C)n1,1.1,11,-3,0,8,1,-9,1674,-8,1
Cn1cccc1/C=N/NC(N)=S,1,-2,-6,-5,5,0,3,1570,-15,1
CCOc1ccc2nc(NC(=O)c3ccc(OCC4CCCO4)cc3)sc2c1 (centres undefined),1,7,6,-1,-11,4,-3,1568,1,1
N#Cc1c(N)n(-c2ccc(O)cc2)c2nc3ccccc3nc12,1,4,6,-1,-4,2,2,1670,-8,1
CC(=O)NC(CC(=O)O)c1ccc(F)cc1 (centres undefined),1,-2,1,-4,-6,9,-2,1660,-10,1
CCOC1OC(=O)C(Cl)=C1Nc1ccc(C)cc1 (centres undefined),0.9,5,2,-6,0,7,14,1645,-10,1.1
CN(Cc1nc(-c2cnccn2)no1)CC1(c2ccccc2)CC1(C)C (centres undefined),0.9,-7,-4,-6,-3,1,6,1406,0,1.1
CCc1nnc(NC(=O)c2c(C)nn(-c3ccccc3)c2Cl)s1,0.9,8,3,-4,3,2,6,1586,7,1

# An excerpt of these results, with two lines to a compound.
# Value order – bIAP activator	PPARg SRC2 recr	PPARg SRC-3 ag	TNAP inh hiacc	Efa HMGR inh	PPARg SRC-1 ag	bIAP inhibitor	SRC2 TRFRET art	TNAP inh noacc	TNAP act hi DEA
COc1cc(OC)cc(C(=O)NCc2nc(-c3ccccc3)no2)c1
  0.9	-3	2	-5	-5	2	15	1500	-11	1.1
O=C(Nc1ccc(Br)cn1)c1cccc2c1-c1ccccc1C2=O
  0.9	-4	4	4	0	8	7	1763	-4	1
O=C(Nc1ccccc1C(=O)NCCCn1ccnc1)c1ccccc1
  0.9	9	3	-4	-9	-1	10	1587	-13	1
Cc1ccc(CNC(=O)C2CCCN2C(=O)NCc2ccccc2)cc1 (centres undefined)
  0.9	-5	-8	0	-7	-8	6	1365	-11	1
COc1cc(/C(C)=N\NC(N)=S)cc(OC)c1OC
  1	-9	-1	2	1	-2	-2	1497	-5	1
O=c1c([N+](=O)[O-])c(N2CCOCC2)c2ccccc2n1Cc1ccccc1
  0.9	-6	-4	-3	-8	-4	5	1612	-2	1

# From PubChem
